Assay outcomes (PubChem)
Bcl-B Bim block – disrupts Bim peptide binding to human Bcl-B; 190,000 compounds, 0.073% hits; Q9HD36; bead-based flow cytometry; inhibition, % at 10 µM;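 also: 0% = tracer peptide without compound and 100% = reference inhibitor peptide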
Target sequence (Q9HD36 whole entry, looked up): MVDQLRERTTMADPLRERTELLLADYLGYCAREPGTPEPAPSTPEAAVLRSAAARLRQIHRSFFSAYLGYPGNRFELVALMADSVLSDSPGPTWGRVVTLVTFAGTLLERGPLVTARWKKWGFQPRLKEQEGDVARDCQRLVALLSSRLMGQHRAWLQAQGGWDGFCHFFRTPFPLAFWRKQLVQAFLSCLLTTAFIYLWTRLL
Mcl-1 Bim block – inhibitors of Bim-Mcl-1 interaction, human | Q07820 | Bead-based flow cytometry, Bim peptide-Mcl-1 binding | inhibition, % at 10 µM | 190,000 compounds, 0.1% hits;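 also: 0% = no compound tracer wells and 100% = peptide blocker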
Bim-Bcl-XL – human Bim-Bcl-XL interaction inhibition; Q07817; 190,000 compounds, 0.04% hits; Bim peptide-Bcl-XL binding, bead flow cytometry, fluorescence; AID 1007; inhibition, % at 10 µM
Target sequence (Q07817 whole entry, looked up): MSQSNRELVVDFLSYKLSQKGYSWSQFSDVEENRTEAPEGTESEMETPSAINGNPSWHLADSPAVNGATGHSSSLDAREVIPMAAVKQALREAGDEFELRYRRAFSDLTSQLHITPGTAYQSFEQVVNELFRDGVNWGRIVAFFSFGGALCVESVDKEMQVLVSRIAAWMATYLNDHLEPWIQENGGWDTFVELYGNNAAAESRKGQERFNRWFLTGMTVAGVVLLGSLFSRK
RGS4-Gao reg – modulates binding of RGS4 to human Galphao. Multiplexed bead flow cytometry; actives lie on both sides. 220,000 compounds, 0.33% hits. binding response (% of control), % at 10 µM. AID 1415. P09471; in the data active = binding response below about 49% or above about 150%; inactive = in between;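 also: fluorescent Galphao activated with aluminum fluoride binding bead-coupled RGS4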
Target sequence (P09471 whole entry, looked up): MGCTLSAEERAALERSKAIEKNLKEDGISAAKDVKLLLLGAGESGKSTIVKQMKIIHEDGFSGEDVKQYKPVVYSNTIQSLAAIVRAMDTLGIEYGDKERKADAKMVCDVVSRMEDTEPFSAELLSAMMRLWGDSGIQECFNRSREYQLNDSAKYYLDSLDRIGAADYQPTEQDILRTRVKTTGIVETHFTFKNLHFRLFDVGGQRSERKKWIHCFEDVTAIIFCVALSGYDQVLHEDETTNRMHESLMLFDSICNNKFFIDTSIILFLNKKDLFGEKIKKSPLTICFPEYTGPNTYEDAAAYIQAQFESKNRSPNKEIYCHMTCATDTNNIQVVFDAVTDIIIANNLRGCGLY
Bcl-2 Bim block – human Bim-Bcl-2 interaction inhibition | P10415 | 190,000 compounds, 0.06% hits | inhibition, % at 10 µM | Bead-based flow cytometry, Bim peptide-Bcl-2 binding; in the data active = inhibition above about 40%; inconclusive = no clear call, values can overlap the other calls;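 also: 0% = no compound wells with probe peptide and 100% = reference peptide inhibitor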
Bcl-W Bim block – inhibitors of Bim-Bcl-W interaction, human | bead-based flow cytometry, Bim peptide-Bcl-W binding | 190,000 compounds, 0.02% hits | inhibition, % at 10 µM;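 also: 0% = bound tracer without compound and 100% = peptide blocker; higher means less fluorescent Bim peptide bound to Bcl-W beads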
Target sequence (Q92843 whole entry, looked up): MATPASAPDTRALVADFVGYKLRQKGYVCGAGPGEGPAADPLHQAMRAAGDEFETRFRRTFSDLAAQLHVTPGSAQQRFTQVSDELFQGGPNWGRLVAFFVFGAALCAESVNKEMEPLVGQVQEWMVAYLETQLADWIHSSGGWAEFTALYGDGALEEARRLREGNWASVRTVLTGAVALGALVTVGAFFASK
ABCG2 inh – blocks JC-1 efflux by human ABCG2 transporter; Q9UNQ0; inhibition, % at 6.6 µM; 190,000 compounds, 0.1% hits; IgMXP3 cells, flow cytometry;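 active = inhibition above 80%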;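 also: 0% = DMSO and 100% = nicardipine control wells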
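System: two drug-resistant human cell lines, ABCG2 and ABCB1; controls: nicardipine high and DMSO low controls; times: 10 min exposure at 25 °C with rotation, no wash; detection: flow cytometry of retained JC-1 fluorescence; read-out basis: percent efflux inhibition, scaled nicardipine 100% to DMSO 0%; doses: one concentration, 6.6 µM final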
RGS7-Gao reg – human RGS7-Galphao interaction regulation. binding response (% of control), % at 10 µM. 220,000 compounds, 0.35% hits. Multiplexed bead flow cytometry, RGS7-Galphao binding; actives lie on both sides; in the data active = binding response below about 49% or above about 150%; inconclusive = no clear call, values can overlap the other calls; inactive = in between;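 also: fluorescent Galphao held in activated GDP-AlF4 state binding bead-coupled RGS7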
ABCB1 block – inhibitors of human ABCB1 transporter, ABCG2 counter-screen; P08183; CCRF-Adr cells, JC-1 efflux, flow cytometry; inhibition, % at 6.6 µM; 190,000 compounds, 0.067% hits; AID 1326; in the data active = inhibition above about 40%;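 also: 0% = vehicle and 100% = reference inhibitor; higher value means more JC-1 retained so stronger ABCB1 efflux block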
Bfl-1 Bim block – human Bim-Bfl-1 interaction inhibition; inhibition, % at 10 µM; 190,000 compounds, 0.12% hits; AID 1008; Q16548; Bead-based flow cytometry, Bim-Bfl-1 binding inhibition;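 also: 0% = wells without compound plus tracer and 100% = blocker peptide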
RGS8-Gao – human RGS8-Galphao interaction regulation. P09471. multiplexed bead flow cytometry, RGS8-Galphao binding; actives lie on both sides. response (percent of control binding), % at 10 µM. 220,000 compounds, 0.34% hits; in the data active = response below about 60% or above about 140%; inactive = in between;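 also: Galphao activated as the GDP aluminium fluoride complex binding bead-coupled RGS8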
Numbers without * were called inactive; ? = inconclusive; nt = no result given. Rule as the data show it, unless noted: active = inhibition above about 40%.

SMILES	Bcl-B Bim block	Mcl-1 Bim block	Bim-Bcl-XL	RGS4-Gao reg	Bcl-2 Bim block	Bcl-W Bim block	ABCG2 inh	RGS7-Gao reg	ABCB1 block	Bfl-1 Bim block	RGS8-Gao
O=C(N1CCCC1)C12CCC3CC(CC(C3)C1)C2	-10	0	-4	98	-7	3	7	97	1.1	-16	98
COc1ccccc1-n1nc(C(=O)NCc2ccco2)c2ccccc2c1=O	-7	3	-6	103	-11	2	7	106	2.3	-17	103
CCC1(O)CC(C(=O)OC)=NN1C(=O)c1ccccc1 (stereo not drawn)	-2	-2	-1	100	-5	0	1	102	-0.3	-2	105
CN(c1ccc(OCC(=O)Nc2ccc3[nH]c(=O)[nH]c3c2)cc1)S(=O)(=O)c1ccc(Cl)cc1	-8	-1	7	103	-7	4	0	101	0.0	-9	99
COC(=O)Nc1c(C)n(C)n(-c2ccccc2)c1=O	-1	3	-2	100	1	0	0	101	0.1	-4	101
CC1CCc2cc(F)ccc2N1S(=O)(=O)c1ccc(Cl)nc1 (stereo not drawn)	0	0	-6	101	-11	0	1	99	0.6	-11	100
COc1ccc(/C=C/C(=O)NC(CCSC)C(=O)O)cc1 (stereo not drawn)	-1	-1	-1	102	0	0	10	101	1.9	-1	101
COc1ccc(CC(=O)N[C@@H](CCSC)c2nc3ccccc3[nH]2)cc1	-14	-6	-5	103	-7	-10	4	98	1.4	-9	106
CCSc1nc(-c2ccc(OC)cc2)ccc1C#N	-4	2	2	107	-1	4	7	104	0.1	-6	102
CC(NC(=O)C12CC3(C)CC(C)(CC(C)(C3)C1)C2)C(=O)O (stereo not drawn)	0	2	-3	102	-2	-3	1	99	0.2	-6	102
NS(=O)(=O)c1ccc(Nc2nc(-c3cccc([N+](=O)[O-])c3)cs2)cc1	-3	-3	0	101	-3	0	11	101	1.3	-2	102
CN1CCN(NS(=O)(=O)c2cccs2)CC1	18	21	23	106	19	15	-3	100	-0.4	29	87
CCOC(=O)NNC1CC(=O)N(c2ccccc2)C1=O (stereo not drawn)	0	2	0	97	6	2	-5	95	-0.4	2	101
CCCn1nnc(NC(=S)NC(=O)C(C)(C)C)n1	-14	-23	-17	103	-3	-14	0	101	0.1	-5	103
CCOC(=O)C(C(=O)OCC)C1CCS(=O)(=O)C1 (stereo not drawn)	0	6	9	102	4	2	2	100	0.6	0	107
Cc1ccc(NC(=S)N(Cc2ccccc2)Cc2cccs2)c(C)c1	-5	-3	-3	100	-9	-6	0	95	0.0	-10	103
C=CCOc1c(Cl)cc(CNc2nccs2)cc1OC	0	-1	-3	103	0	-2	4	104	0.1	6	104
Cc1c(Cl)cccc1NC(=S)N1CCOCC1	-5	-2	0	99	-1	0	-1	102	0.3	1	102
CC1=C(C(=O)OCC2CCCO2)C(c2ccc(C)o2)C2=C(CC(c3ccc(N(C)C)cc3)CC2=O)N1 (stereo not drawn)	-6	-2	-9	93	-9	0	24	90	6.1	-18	98
N#Cc1c(NCCCO)nc(-c2ccco2)c2c1CCCC2	-2	1	-9	107	-3	0	-1	108	0.3	-2	119
Cc1cc(N2CCCCC2)nc(-c2ccc(Br)cc2)n1	-5	0	0	102	-2	1	16	?	2.2	-6	103
CCC(C)C(NC(=O)c1ccccc1NC(=O)c1ccc(C)cc1)C(=O)O (stereo not drawn)	-3	2	-2	98	-4	-1	3	97	0.7	-4	98
Cc1noc(/C=C/c2ccco2)c1S(=O)(=O)N1CCC(C(=O)N2c3ccccc3CC2C)CC1 (stereo not drawn)	-6	-3	-3	84	-10	2	8	78	2.4	-9	84
CC(C)CCn1c(CN2CCN(C(=O)c3ccco3)CC2)nc2c1c(=O)n(C)c(=O)n2C	-3	6	-1	98	-7	1	-4	96	-2.6	-7	97
Cc1nn(-c2cc(C)c3ccccc3n2)c2c1C1C(C2)C1(C)C (stereo not drawn)	nt	nt	nt	94	?	nt	4	92	0.2	nt	87

Some of these compounds in order of the RGS7-Gao reg value, largest number first.
Compound	RGS7-Gao reg
CCC(C)C(NC(=O)c1ccccc1NC(=O)c1ccc(C)cc1)C(=O)O (stereo not drawn)	97
CC(C)CCn1c(CN2CCN(C(=O)c3ccco3)CC2)nc2c1c(=O)n(C)c(=O)n2C	96
CCOC(=O)NNC1CC(=O)N(c2ccccc2)C1=O (stereo not drawn)	95

Taken from above.
Result of Cc1nn(-c2cc(C)c3ccccc3n2)c2c1C1C(C2)C1(C)C (stereo not drawn) in RGS8-Gao: 87
Result of C=CCOc1c(Cl)cc(CNc2nccs2)cc1OC in Bcl-W Bim block: -2
Result of Cc1c(Cl)cccc1NC(=S)N1CCOCC1 in Bcl-W Bim block: 0
Result of COc1ccc(/C=C/C(=O)NC(CCSC)C(=O)O)cc1 (stereo not drawn) in Bcl-2 Bim block: 0
Result of CC(C)CCn1c(CN2CCN(C(=O)c3ccco3)CC2)nc2c1c(=O)n(C)c(=O)n2C in RGS8-Gao: 97

Next section:
SMILES	Bcl-B Bim block	Mcl-1 Bim block	Bim-Bcl-XL	RGS4-Gao reg	Bcl-2 Bim block	Bcl-W Bim block	ABCG2 inh	RGS7-Gao reg	ABCB1 block	Bfl-1 Bim block	RGS8-Gao
CC(C)c1ccc(S(=O)(=O)N2CCN(C(=S)NCc3ccco3)CC2)cc1	-7	-7	-4	94	-3	-1	0	98	0.1	0	95
Nc1ccc(-c2nc3ccccc3[nH]2)cc1	1	0	1	105	-3	0	1	119	0.0	0	97
O=c1c2c(-c3ccc(Cl)cc3)csc2nc2n1CCC2	-1	2	0	105	-1	1	2	102	0.3	-3	98
Cc1[nH]c(C(=O)N/N=C/c2ccc(C(=O)O)cc2)c(C)c1C(=O)N/N=C/c1ccc(C(=O)O)cc1	-6	-12	-5	98	-8	-4	-3	98	0.0	-15	99
COc1ccc(CNC(=O)/C=C/c2ccc(S(=O)(=O)NCc3ccco3)cc2)cc1OC	-8	-3	-8	104	-8	-3	29	101	0.6	-6	103
COc1ccc(S(=O)(=O)N2CCCC(C(=O)NCc3ccncc3)C2)cc1Cl (stereo not drawn)	-5	0	-3	93	-10	1	-4	98	-0.4	-7	98
O=C(CC12CC3CC(CC(C3)C1)C2)NCC(=O)OCc1cc(=O)oc2ccc3ccccc3c12	-20	-7	-13	98	-11	-10	-2	100	-0.4	-15	102
CS(=O)(=O)N(CC(=O)NCC1CCCO1)c1cccc(Cl)c1 (stereo not drawn)	-5	0	-3	94	-6	-1	0	93	0.0	-10	93
COc1cc(NC(=O)c2cc(C(C)C)on2)cc(OC)c1OC	-5	0	0	103	-6	0	4	98	0.8	-10	101
CCC(=O)N1CC(C)C(=O)Nc2ccccc21 (stereo not drawn)	-7	-3	-4	101	-3	-1	36	103	-1.8	-9	103
Cc1ccc2c(CN3CCN(Cc4ccc5c(c4)OCO5)CC3)cc(=O)oc2c1C	0	-1	0	104	2	0	2	100	0.9	-3	98
O=C(COC(=O)c1ccc(Br)o1)NCC1CCCO1 (stereo not drawn)	-4	-2	-6	103	-6	1	1	100	0.3	-11	99
CCCCNc1nc(CC(C)=O)ns1	-7	-4	-4	99	-4	-4	1	103	0.3	-7	101
CN(CCCNC(=O)C1CCCN(S(=O)(=O)c2cnc[nH]2)C1)c1ccccc1 (stereo not drawn)	-5	0	-2	96	-5	-1	2	96	0.4	-10	97
Cc1ccc(-n2ncc3c(SCC(=O)NNC(=O)c4ccco4)ncnc32)cc1	-4	-3	-5	99	-6	-4	29	99	-1.2	-1	102
COc1ccc(C2OC(=O)CC2C(=O)NCc2ccccc2Cl)cc1OC (stereo not drawn)	-3	0	-1	104	-5	-1	1	102	0.0	-5	104
O=C(CCCn1c(=O)c2ccccc2n(Cc2ccccc2)c1=O)NCc1ccco1	-2	-3	-3	127	-3	-3	5	122	1.2	-4	109
O=C(COc1ccccc1)OCc1csc(Nc2ccccc2)n1	0	-1	-2	99	0	0	-5	102	0.0	2	90
Cc1cc(C)n2nc(SCC(=O)c3c(N)n(CC(C)C)c(=O)n(C)c3=O)nc2n1	-2	-2	-3	96	-5	-5	6	96	1.1	-6	98
CCC(C)C(NC(=O)C1CCC(C)CC1)C(=O)Nc1ccc(OC)cc1OC (stereo not drawn)	2	1	-1	102	-1	0	-2	100	-0.5	3	101
COc1ccccc1CNC(=O)CSc1ccc(-c2cccc([N+](=O)[O-])c2)nn1	-1	0	-2	95	-1	0	10	90	1.9	-4	100
CCOc1ccc(NC(=O)CC)cc1	-1	0	0	106	1	2	5	?	-0.1	-2	105
COc1ccc(C)cc1NC(=O)CN(C)S(=O)(=O)c1cc(C)ccc1OC	-4	-4	-5	103	-1	-2	34	102	-0.2	0	102
COc1ccc(N(CC(=O)Nc2cc(C)on2)S(=O)(=O)c2cc(C)ccc2C)cc1	-4	-2	-7	100	-13	0	10	99	1.0	-8	97
CC(=O)OCc1cc2cc(C)ccc2[nH]c1=O	1	-2	0	97	-1	0	1	94	0.1	0	95
Going on with the list:
SMILES	Bcl-B Bim block	Mcl-1 Bim block	Bim-Bcl-XL	RGS4-Gao reg	Bcl-2 Bim block	Bcl-W Bim block	ABCG2 inh	RGS7-Gao reg	ABCB1 block	Bfl-1 Bim block	RGS8-Gao
CCOC(=O)N1CCN(C(=O)Cn2ccc3ccccc3c2=O)CC1	-10	-3	-11	97	-6	0	4	96	1.0	-15	98
COc1ccc2[nH]c3c(Cl)ncnc3c2c1	-7	-1	-4	97	-6	-4	1	95	0.3	-6	96
CS(=O)(=O)c1ccc2nc(NC(=O)c3cccs3)sc2c1	0	-7	0	105	-2	-1	1	117	0.1	-2	103
COCCCNC(=S)N1CCN(c2ccccc2)CC1	-8	1	0	100	-1	-1	2	102	0.5	-6	103
N#Cc1cnn2ccc(-c3ccc4c(c3)CCC4)nc12	0	0	-1	102	-1	-1	7	104	1.2	-3	100
CNCCCOc1cccc(Oc2ccccc2)c1	0	1	-1	132	-1	0	2	150	0.3	3	123
CC(C)(C)OC(=O)NNC(=O)NC12CC3CC(CC(C3)C1)C2	0	2	1	87	0	0	3	86	1.4	-3	94
COc1ccc(NC(=O)C23CC4CC(C2)CC(n2cnc(Br)n2)(C4)C3)cc1OC	-4	0	-5	111	-6	3	1	105	0.0	-12	103
Cc1ccccc1C(=O)NC(CC(C)C)C(=O)Nc1ccc(F)c([N+](=O)[O-])c1 (stereo not drawn)	-4	-3	-2	98	-4	-2	27	99	14	0	98
O=C(NCc1ccco1)c1ccc(COc2ccccc2Cl)cc1	3	-1	1	106	1	0	2	102	0.2	0	102
CC(C)(C)NC(=O)C(c1ccc(F)cc1)N(Cc1ccccc1Cl)C(=O)c1ccn[nH]1 (stereo not drawn)	-9	-1	-2	106	-3	-1	3	102	1.2	-10	108
CC(N=C1NS(=O)(=O)c2ccccc21)C(=O)NCCCc1ccccc1 (stereo not drawn)	1	0	-1	104	0	-1	-1	103	-0.3	-1	105
Cc1ccccc1Nc1nc2ccccc2n1C(C)C	-2	-1	-2	98	-1	-2	-9	96	-1.1	1	99
COC(=O)c1nnn(-c2nonc2N)c1CSCCO	-10	0	0	101	-8	0	4	98	0.3	-6	106
